KCC2 mod – KCC2 cotransporter modulators, thallium flux, primary screen, cell-based, HEK293 KCC2, FluoZin-2 fluorescence, MLSMR | B-score of Tl+ flux slope (higher = more flux/activation; lower = inhibition) at 10 µM | Solute carrier family 12 member 5 (Homo sapiens), Q9H2X9 | 190,000 tested, 2.2% active | KCC2 cells, thallium flux FluoZin-2 fluorescence;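 active means thallium flux slope and its plate-corrected score both differing from the plate sample mean at a set confidence after two filtering rounds, in either direction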;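 further: slope of fluorescence scaled to starting intensity during 10 to 20 s after thallium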
EBV gp42 block – Epstein-Barr virus gp42 inhibitors, primary screen, biochemical, uHTS, fluorescence polarization; Glycoprotein 42 (Epstein-Barr virus (strain AG876)), Q1HVG2; Fluorescence polarization binding assay, mP read-out; inhibition, % (tested at 21.74 µM); 220,000 tested, 0.42% active; in the data active means inhibition above about 50%
Target sequence (Q1HVG2 whole entry, looked up): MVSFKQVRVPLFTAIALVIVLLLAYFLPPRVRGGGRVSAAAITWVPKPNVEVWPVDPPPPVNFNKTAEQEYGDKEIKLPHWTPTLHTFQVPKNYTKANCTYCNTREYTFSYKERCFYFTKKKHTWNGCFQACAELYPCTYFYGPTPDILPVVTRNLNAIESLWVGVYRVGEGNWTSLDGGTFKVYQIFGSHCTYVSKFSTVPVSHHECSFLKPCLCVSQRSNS
Furin inh – human furin inhibitors, primary screen, biochemical, fluorescence intensity; P09958; purified furin, fluorogenic substrate cleavage; inhibition, % at 30 µM; 220,000 tested, 0.061% active; in the data active means inhibition above about 25%; further: inactives centre near -15
thrombin 1536 – human alpha-thrombin inhibitors, primary screen, counter-screen for coagulation protease inhibitor project, biochemical, 1536-well, fluorogenic AMC substrate | 220,000 tested, 0.26% active | AID 1046, 2008 | Prothrombin (Homo sapiens), P00734 | Boc-VPR-AMC fluorogenic substrate cleavage | inhibition, % at 5 µM;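 active means inhibition at or above 40%; inactive means inhibition below 40%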;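 further: 0% = enzyme with no compound and 100% = wells without enzyme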
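Test system: human alpha-thrombin; medium: pH 7.5 Tris-saline with Tween 20; times: reaction at room temperature; signal: AMC fluorescence at 355 nm excitation and 460 nm emission; also added: Boc-VPR-AMC substrate, 15 µM final; dosing: one concentration per compound, 5 µM, with 0.2% DMSO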
hK5 inh – human KLK5 protease inhibitors, primary screen, biochemical, 1536-well | inhibition, % at 5 µM | 210,000 tested, 0.59% active | recombinant hK5, fluorogenic AMC substrate cleavage;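 active means inhibition of 40% or more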;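 further: 0% = enzyme controls without compound and 100% = no-enzyme blanks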
Target sequence (Q9Y337 67-293 limits assumed): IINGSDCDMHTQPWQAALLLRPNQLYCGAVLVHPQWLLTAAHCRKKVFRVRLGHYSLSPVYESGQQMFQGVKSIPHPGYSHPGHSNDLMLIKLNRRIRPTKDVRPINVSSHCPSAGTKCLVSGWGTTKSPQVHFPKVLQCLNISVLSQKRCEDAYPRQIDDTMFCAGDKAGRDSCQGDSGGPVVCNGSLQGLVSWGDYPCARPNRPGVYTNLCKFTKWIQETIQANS
Rad51 HR inh – human RAD51 strand exchange inhibitors, primary screen, biochemical, fluorescence. hRad51 DNA strand exchange, fluorescence dequenching. DNA repair protein RAD51 homolog 1 (Homo sapiens), Q06609. inhibition, % at 10 µM. 200,000 tested, 0.085% active;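 active means inhibition above 40% at the single screening dose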;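 further: 0% = DMSO control wells and 100% = blanks with heterologous ssDNA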
Target sequence (Q06609 whole entry, looked up): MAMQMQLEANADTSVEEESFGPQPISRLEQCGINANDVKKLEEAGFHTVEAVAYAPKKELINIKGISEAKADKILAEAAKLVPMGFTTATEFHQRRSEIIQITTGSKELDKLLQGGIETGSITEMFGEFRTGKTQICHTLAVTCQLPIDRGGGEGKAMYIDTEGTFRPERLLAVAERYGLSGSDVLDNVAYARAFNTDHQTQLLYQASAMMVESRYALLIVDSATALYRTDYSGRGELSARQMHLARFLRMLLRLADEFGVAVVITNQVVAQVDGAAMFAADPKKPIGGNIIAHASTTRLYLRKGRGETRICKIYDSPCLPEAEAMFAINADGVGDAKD
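Test system – preformed human Rad51 ssDNA filaments · Reagent – Donor/quencher-labelled 47-bp dsDNA substrate · Incubation – 37 °C 15-min filament assembly, 30-min compound preincubation, 15-min exchange · Signal – FRET fluorescence dequenching, excitation 485 nm, emission 520 nm · Read-out – percent inhibition from fluorescence, normalised to plate control and blank means · Benchmarks – plate control and blank wells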
14-3-3 Bad PPI – inhibitors of 14-3-3 zeta/Bad binding, primary screen, biochemical, TR-FRET, bovine 14-3-3 zeta | 14-3-3 protein zeta/delta (Bos taurus), P63103 | TR-FRET 14-3-3zeta/Dy647-pBad peptide displacement, 1 h | inhibition, % at 21.7 µM | 220,000 tested, 0.71% active | AID 781, 2007;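 active means inhibition above about 70%, limit read from the data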;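 further: 0% = full 14-3-3 plus peptide FRET controls and 100% = background without 14-3-3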
Target sequence (P63103 whole entry, looked up): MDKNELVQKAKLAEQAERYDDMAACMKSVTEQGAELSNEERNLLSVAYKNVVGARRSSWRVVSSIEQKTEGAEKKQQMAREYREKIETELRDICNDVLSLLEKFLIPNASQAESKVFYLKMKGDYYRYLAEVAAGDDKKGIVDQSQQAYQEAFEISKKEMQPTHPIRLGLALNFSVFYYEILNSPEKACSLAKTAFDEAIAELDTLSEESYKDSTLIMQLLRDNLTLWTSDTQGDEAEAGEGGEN
p47phox inh – p47phox/p22phox peptide binding inhibitors, primary screen, biochemical, uHTS, NADPH oxidase regulatory subunit; inhibition, % at 24.7 µM; fluorescence polarization, 2 h; Neutrophil cytosol factor 1 (Homo sapiens), P14598; 220,000 tested, 0.53% active; AID 1274, 2008;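 further: 0% = p47phox with labelled peptide and 100% = labelled peptide alone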
eIF4E 4G PPI – eIF4E–eIF4G protein interaction inhibitors, primary screen, biochemical, uHTS, TR-FRET, eIF4GI fragment; Eukaryotic translation initiation factor 4E (Mus musculus) + Eukaryotic translation …; TR-FRET eIF4E-eIF4GI(517-606) binding, 2 h; inhibition, % at 21.7 µM; 220,000 tested, 0.37% active;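 further: 0% = full FRET control wells and 100% = background wells lacking eIF4GI fragment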
Starred values were filed as active, the others as inactive; x = not tested or not shown; [ ] = dose if it differs, or a comment.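 How the source made its calls, unless noted: active means inhibition above about 30% (limit read from the data); inactive means the rest.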

SMILES	KCC2 mod	EBV gp42 block	Furin inh	thrombin 1536	hK5 inh	Rad51 HR inh	14-3-3 Bad PPI	p47phox inh	eIF4E 4G PPI
COc1ccc(NC(=O)c2ccccn2)cc1	x	1	-17[20 µM]	0	-5	-5	10	-5	4
CCOC(=O)C1(Cc2ccccc2C)CCCN(C(=O)CCc2cccnc2)C1 (stereo not drawn)	-0.13	-3	-6	-12	-1	4	3	-12	-2
Cn1c(NC(=O)c2ccc(F)cc2)c(-c2ccccn2)c(=O)c2ccccc21	1.5	5	-2	0	1	4	5	8	-1
COc1ccc(CNC(=O)c2ccccc2[N+](=O)[O-])cc1	x	-3	-20	2	-45	11	1	-24	13
COc1ccccc1-n1nc(C)cc1N	0.84	-17	-27	-3	-5	7	-7	-9	-2
Cc1c(C#N)c2ncn(Cc3ccccn3)c(=O)c2n1-c1ccccc1	0.62	-13	-6[20 µM]	-3	2	9	8	4	-4
CCn1nc(C)cc1C(=O)N1CCCC(C(=O)c2ccc3ccccc3c2)C1 (stereo not drawn)	x	7	1	-7	0	x	3	-11	0
CCOc1ccc(NS(=O)(=O)c2ccc(C(=O)N3CCN(c4ncccn4)CC3)cc2)cc1	-1.7	-7	-18	11	5	2	6	-7	1
NS(=O)(=O)c1ccc(NC(=O)c2cc(Cl)ccc2Cl)cc1	0.77	-1	-13	-1	0	3	-17	-7	3
CC(=O)Nc1nnc(CCS(=O)(=O)c2ccc(C)c(C)c2)s1	0.89	0	-13	-12	1	3	-7	5	-5
CCOC(=O)c1c(NC(=O)Cc2cccs2)sc(C(=O)NC2CCCC2)c1C	x	-14	-11[20 µM]	4	0	-4	-5	-8	1
COc1ccc(N2C(=O)[C@H]3[C@@H](C2=O)C2c4ccccc4C=NN2[C@H]3C(=O)C(C)(C)C)cc1 (stereo partly drawn)	-0.0084	-8	-9	-4	-1	-24	8	-7	-2
COc1ccc(N(CCC#N)C(=O)/C(C#N)=C\c2cccs2)cc1	-0.055	5	9	21	32	-2	-4	-20	-2
COC(=O)C1CCN(CC(=O)Nc2ccccc2Sc2ccccc2)CC1	-0.97	11	-14	4	-7	6	-9	6	-3
C=CCOc1c(Br)cc(/C=N/n2c(CC)n[nH]c2=S)cc1Br	1.6	-5	-19	-10	-16	5	1	-4	11
COc1cccc(S(=O)(=O)NCc2ccc(C(=O)Nc3ccc(C)cc3)cc2)c1	0.38	-25	-18[20 µM]	-5	-3	6	-1	-32	0
COc1ccc(C(=O)NCC(=O)OCC(=O)N2CC(C)CC(C)C2)cc1 (stereo not drawn)	x	-26	-24[20 µM]	-2	6	3	7[fluorescence artefact?]	-19	2
CCOc1cc(NC(=S)NCC2CCCO2)c(OCC)cc1NC(=O)c1cccc(C)c1 (stereo not drawn)	x	2	-24[20 µM]	-1	-6	-8	-6	-12	0
Cc1ccsc1/C=N/n1c(-c2cccnc2)n[nH]c1=S	0.17	-12	-15	-3	-7	2	-1	-9	35*
Cc1cc(C)cc(NC(=O)CSc2nnc(-c3ccccc3)n2N)c1	x	-3	-23	-8	-9	8	-13	-16	-4[fluorescence artefact?]
COC(=O)c1cn(NC(=O)Cc2cccc(OC)c2)c(=O)c2ccccc12	0	-4	14	-3	1	12	1[fluorescence artefact?]	3	1[fluorescence artefact?]
CC1(C)Cc2c(C#N)c(NCC3CCCO3)nc(-c3ccco3)c2CO1 (stereo not drawn)	-0.54	-16	-31[20 µM]	8	9	-8	-1	-13	5
Cc1oc2cc(O)ccc2c(=O)c1-c1ccccc1	-0.86	-12	-11	-10	-2	6	14	1	6
O=C(O)CC(=O)Nc1cc(Cl)ccc1O	x	-15	-10[20 µM]	-3	-13	1	0	-15	-6
O=C(c1cc2cc(Br)ccc2o1)N1CCCCC1	0.37	-6	-16	-2	-20	-1	5	1	-2

More entries follow.
SMILES	KCC2 mod	EBV gp42 block	Furin inh	thrombin 1536	hK5 inh	Rad51 HR inh	14-3-3 Bad PPI	p47phox inh	eIF4E 4G PPI
Cc1ccc(OC/C(=N\O)C(C)(C)C)c([N+](=O)[O-])c1	-2.1	-11	-17	-4	3	-4	-12	-4	6
O=C(CSc1cnc2ccccc2n1)NC1CCCC1	0.79	-8	-11[20 µM]	6	-10	-4	-4	-2	-2[fluorescence artefact?]
O=[N+]([O-])c1ccc(N2CCN(C(=S)NCc3ccc(Cl)cc3)CC2)cc1	-1	-24	-11	0	x	x	-8	-4	-2
C[N+]1(CCCCSc2ccc(O)cc2)CCCCC1	-0.12	-29	-13	-12	-25	-2	-5	-2	-2[fluorescence artefact?]
NC(=O)C1(c2ccccc2)CCOCC1	0.43	-5	-25[20 µM]	0	-10	1	-7	-1	-1
O=C(CN1C(=O)c2ccccc2S1(=O)=O)NCc1ccccn1	1.4	-10	-29[20 µM]	-2	2	-7	2	-11	-2
COc1ccc(C2=NN(c3ccccc3)C(c3cccs3)C2)cc1 (stereo not drawn)	-0.059	-18	-71	-23	-19	-1	-5	-12	1
C=CCN(C(=O)CN1CCOCC1)c1nc(C)c(-c2ccccc2)s1	-3.1	-8	-4	2	-14	-6	62	-3	-4
COc1nc(NC(C)C)nc(N(C#N)CN2C(=O)c3ccccc3S2(=O)=O)n1	-0.5	-28	-13	-3	0	-22	1	-8	1
CCn1c(O)c(N=NC(=O)c2cccnc2)c2cc(Br)ccc21	0.15	-6	10	-1	-4	12	-3	-17	-3
Cc1cc(OCC(=O)Nn2cnnc2)c(C)cc1Br	-0.68	-10	-21[20 µM]	-6	-10	8	-1	-7	-1
C(=N\n1cnnc1)/c1cccc(OCCOc2ccccc2)c1	x	-14	-21[20 µM]	-3	-3	-13	0	-14	3
COc1cccc(C(=O)NC(=S)Nc2cccnc2)c1	0.014	-13	-11	-11	6	2	-3	-2	-1
O=C(Nc1cccc(Cl)c1)OC1CCCCc2cccnc21 (stereo not drawn)	-1.1	-7	-20	3	5	-3	2	-19	-1
COc1ccc(CC(NC(C)=O)C(=O)NC2CCN(C(=O)Nc3ccccc3Cl)CC2)cc1OC (stereo not drawn)	0.33	-10	-9[20 µM]	-7	5	2	34	-6	17
CCOc1ccc(-n2c(CCc3ccccc3)n[nH]c2=S)cc1	x	-1	-22	-5	6	1	-12	-4	1
NC(=O)c1ccccc1NS(=O)(=O)c1ccc2c(c1)OCCO2	1.4	-9	-10[20 µM]	-3	-5	-3	0[fluorescence artefact?]	-18	-3
CC(=O)Nc1ccc(C2=NNC(=Nc3cccc(S(=O)(=O)N(C)C)c3)SC2)cc1	-1.7	-9	-16	-9	11	-29	0	-15	0
CC(C)CC(=O)c1c[nH]c(C(=O)N2CCN(Cc3ccccc3)CC2)c1	-0.93	-12	-29	-6	-3	7	-7	-6	0
Cc1cc(C)nc(NC(=O)C2c3ccccc3Oc3ccccc32)n1	-0.21	-10	-27	-7	-2	-4	5	-12	-6
Cc1cccc(-n2c(O)c(C=Nc3ccc(O)cc3)c3ccccc3c2=O)n1	0.28	-15	-8	1	-5	x	-1	-23	3[fluorescence artefact?]
CCC(CC)NC(=O)Cc1ccc(S(=O)(=O)N2CCOCC2)s1	0.25	-30	2[20 µM]	-1	-23	-6	3	-44	-20
Cc1cccc(NC(=S)NNC(=O)c2ccc3c(c2)OCO3)c1	2.5	-18	-19	-2	-62	-32	12	1	16
COc1ccc(N=c2scc(C)n2CCCN2CCCC2=O)cc1	-1	-10	-30	2	1	7	2	-1	2
O=C(NC(=S)N1CCN(c2nc(-c3ccccc3)cs2)CC1)c1cccnc1	34*	-13	-20	0	-9	x	-12	-17	-1[fluorescence artefact?]

Some of these compounds in order of formula weight, smallest number first:
SMILES	KCC2 mod	EBV gp42 block	Furin inh	thrombin 1536	hK5 inh	Rad51 HR inh	14-3-3 Bad PPI	p47phox inh	eIF4E 4G PPI
O=C(CSc1cnc2ccccc2n1)NC1CCCC1	0.79	-8	-11[20 µM]	6	-10	-4	-4	-2	-2[fluorescence artefact?]
COc1ccc(C2=NN(c3ccccc3)C(c3cccs3)C2)cc1 (stereo not drawn)	-0.059	-18	-71	-23	-19	-1	-5	-12	1
CC(C)CC(=O)c1c[nH]c(C(=O)N2CCN(Cc3ccccc3)CC2)c1	-0.93	-12	-29	-6	-3	7	-7	-6	0
C=CCN(C(=O)CN1CCOCC1)c1nc(C)c(-c2ccccc2)s1	-3.1	-8	-4	2	-14	-6	62	-3	-4

Other records:
SMILES	KCC2 mod	EBV gp42 block	Furin inh	thrombin 1536	hK5 inh	Rad51 HR inh	14-3-3 Bad PPI	p47phox inh	eIF4E 4G PPI
CC(NS(=O)(=O)c1ccccc1)C(N)=O (stereo not drawn)	-0.18	-4	-20[20 µM]	-5	2	2	3[fluorescence artefact?]	-4	4[fluorescence artefact?]
CC(C)(C)c1ccc(C(=O)NC(=S)NNC(=O)c2cccs2)cc1	57*	2	-13	0	-79	5	-17	-7	-3
Cc1cc(C)c(NC(=O)CSc2nnc(SCC(=O)Nc3c(C)cc(C)cc3C)n2N)c(C)c1	0.13	-22	-20[20 µM]	-3	0	-1	4	-4	-1
COc1ccc(NC(=O)CNS(=O)(=O)c2ccc3nc(C)sc3c2)c(OC)c1	x	-12	-17	4	-10	-1	5	-10	-1
COc1ccc(CC(NC(C)=O)C(=O)N2CCN(C(=O)N(C(C)C)C(C)C)CC2)cc1 (stereo not drawn)	-0.85	-25	-15[20 µM]	-2	-10	3	3[fluorescence artefact?]	-9	2
O=C(Cn1c(=O)oc2cccnc21)Nc1ccccc1Oc1ccc(Cl)cc1Cl	-1.9	-20	-24	2	8	15	4	-15	0
CCNC(=S)NCc1ccc2c(c1)OCO2	0.73	-15	-19	-17	-6	3	4	-2	2
CC(=O)N(Cc1ccccc1C)c1cccc(C)c1C	-0.82	-6	-10	-3	-4	29	-9	-9	1
COc1ccc(NC(=O)C(CCSC)NC(N)=O)cc1Cl (stereo not drawn)	-0.1	4	-23	-16	3	2	-9	-12	1
CCOc1ccc(C)cc1S(=O)(=O)n1ccc(C)n1	-0.74	-8	-16[20 µM]	-2	-7	-7	8	3	-2
CCN(CC)C(=O)COn1c(SCC(=O)N(CC)CC)nc2ccccc2c1=O	0.79	-18	-3	1	8	0	3[fluorescence artefact?]	-9	3
O=C(O)CSCC(=O)N1CCCCC1	0.65	-18	-12	-15	-4	1	-3	3	4
COc1cc(C)c(S(=O)(=O)n2ccc(C)n2)cc1C	-0.95	-8	-8[20 µM]	6	0	5	2	1	-2
COc1ccc(S(=O)(=O)NCc2ccc(C(=O)O)cc2)cc1	0.45	-12	-17[20 µM]	-1	-13	-12	-1	-20	0
O=C(NC1CCCCC1)c1ccc(S(=O)(=O)NCc2cccnc2)cc1	x	8	-19	-7	11	5	6	-5	-3
Cc1ccc(NC(=S)N(Cc2ccco2)C2CCN(C(C)C)CC2)cc1	0.01	7	-20	-8	-34	x	-4[fluorescence artefact?]	-7	1[fluorescence artefact?]
